AMA1 RON2 block: disrupts binding of P. falciparum AMA1 to RON2; AlphaScreen AMA1-biotinylated RON2 peptide binding; Potency, µM (top dose mostly 58.2 µM), for inactives: at the highest dose activity change, negative = inhibition, usual class: inhibitors; 0.2% of 360,000 active; AID 720542;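 further: potency means the concentration at half of the fitted maximal effect; 0% = vehicle wells and -100% = peptide control; nearly all actives have a fitted effect of over 45% in size; some results filed as inactive show a strong effect at the top dose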
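AMA1 (3D7) with his tag at 25 nM final met compounds first, then biotinylated RON2 peptide at 25 nM; detection used donor plus acceptor beads, 10 µg/mL apiece, read by AlphaScreen after 30 min at room temperature.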
HCMV inh: inhibitors of human cytomegalovirus; HFF cells, HCMV-luciferase reporter, 72 h; hits give low values; activity change, negative = inhibition, % at 57.5 µM; 4.5% of 410,000 active; AID 1259415; in the data active means activity change below about -60%; inconclusive means no clear call, values can overlap the other calls; inactive means above about -39%; further: on the % scale 0 is the no-effect control and ±100 the full control effect
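Screen run at 2 compound doses on HFFs infected with reporter HCMV, MOI 1 PFU/cell. Luciferase activity from cell lysates at 72 h post infection gave inhibition relative to buffer-only and Salinomycin wells.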
AmpC no deterg: inhibitors of E. coli AmpC beta-lactamase without detergent; P00811; AmpC nitrocefin hydrolysis, absorbance 480 nm, 0.0001% Triton; Potency, µM (doses to about 57.1 µM), for inactives: top-dose activity change, negative = inhibition, usual class: inhibitors; 0.52% of 330,000 active; AID 485341;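 further: potency means the concentration at half of the fitted maximal effect; plate controls were no compound for no effect and no enzyme for full effect; nearly all actives have a fitted effect of over 20% in size; some results filed as inactive show a strong effect at the top dose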
Target sequence (P00811 whole entry, looked up): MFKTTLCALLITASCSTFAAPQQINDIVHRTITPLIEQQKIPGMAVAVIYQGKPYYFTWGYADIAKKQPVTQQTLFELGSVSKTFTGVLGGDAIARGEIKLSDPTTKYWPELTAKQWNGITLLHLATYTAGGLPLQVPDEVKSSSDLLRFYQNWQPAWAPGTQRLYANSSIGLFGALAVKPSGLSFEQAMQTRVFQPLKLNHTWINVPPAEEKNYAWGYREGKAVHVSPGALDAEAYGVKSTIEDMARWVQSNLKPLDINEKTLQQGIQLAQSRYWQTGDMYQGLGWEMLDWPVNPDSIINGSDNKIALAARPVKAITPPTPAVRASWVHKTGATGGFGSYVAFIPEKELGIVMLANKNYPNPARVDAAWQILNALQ
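20 mM phosphate pH 7.0 + 0.01% (detergent screen) or 0.0001% Triton X-100; 5.3 nM AmpC reagent; cpd preinc 15 min RT; nitrocefin (800 uM stock) to start; A480 q20 s × 4 min; Activity was normalised to no-enzyme and no-compound control wells.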
AmpC inh detg: AmpC beta-lactamase inhibition with detergent present; P00811; AmpC hydrolysis of nitrocefin, absorbance 480 nm, 0.01% Triton; Potency, µM (doses to about 114 µM), inactives show at the top dose activity change, negative = inhibition, hits mostly inhibitors; 0.041% of 370,000 active; AID 485294;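 further: potency means the concentration at half of the fitted maximal effect; 0% = no-compound wells and -100% = no-enzyme wells; nearly all actives have a fitted effect of over 25% in size; some results filed as inactive show a strong effect at the top dose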
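AmpC (5.3 nM in the dispensed reagent) in 20 mM phosphate pH 7.0 with 0.01% (detergent screen) or 0.0001% Triton X-100 was preincubated with compounds for 15 min at room temperature. Nitrocefin was then added from an 800 uM solution, and hydrolysis was followed at 480 nm.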
Shiga inhibitor: blocks Shiga toxin action in Vero cells; Vero cells, Shiga toxin protein synthesis inhibition reporter; inhibition, % at 38.7 µM; 9.2% of 290,000 active; AID 2315; in the data active means inhibition mostly above about 28%, no sharp cut-off; inactive means mostly below about 43%; further: 0% is about no effect
Cycloheximide cs: affects cycloheximide protein synthesis inhibition readout, counter-screen | 12% of 300,000 active | cell reporter, cycloheximide protein synthesis inhibition counterscreen | max response, %; in the data active means max response mostly above about 13%, no sharp cut-off; inactive means mostly below about 14%; further: read at 38.3 µM for the half of the compounds with a filed dose; 0% is about no effect
Giardia FBPA inh: blocks Giardia fructose-bisphosphate aldolase activity | A8B2U2 | purified Giardia FBPA | Potency, µM (doses to about 59.6 µM), for inactives: top-dose activity, negative = inhibition, most hits filed as inhibitors | 0.71% of 290,000 active | AID 2451; further: potency means the concentration at half of the fitted maximal effect; on the % scale 0 is the no-effect control and ±100 the full control effect; nearly all actives have a fitted effect of over 55% in size
Target sequence (A8B2U2 whole entry, looked up): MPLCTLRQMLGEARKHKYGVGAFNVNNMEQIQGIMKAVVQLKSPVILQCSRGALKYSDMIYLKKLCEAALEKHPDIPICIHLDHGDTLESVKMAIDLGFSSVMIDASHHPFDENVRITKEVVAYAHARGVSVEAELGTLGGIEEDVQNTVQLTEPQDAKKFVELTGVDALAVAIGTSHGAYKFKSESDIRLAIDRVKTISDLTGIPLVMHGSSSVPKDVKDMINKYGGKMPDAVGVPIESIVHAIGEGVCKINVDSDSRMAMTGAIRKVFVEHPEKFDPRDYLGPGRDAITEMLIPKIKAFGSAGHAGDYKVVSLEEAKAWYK
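Giardia FBPA (40 nM reagent) was preincubated 10 min at RT with compound (up to 57.5 uM final), then substrate plus GAPDH/TPI/NAD/arsenate coupling system with diaphorase/resazurin was added; resorufin fluorescence (525/598 nm) was read after 20 min.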
Active calls of the source: *; ? = inconclusive; . = not tested or not shown; [ ] = dose if it differs, or a comment. Unless noted, the call rests on the fitted dose curve; in most records, active means well fitted curve in the direction sought with a large enough effect; inconclusive means small, poorly fitted or top-dose-only effect, or another doubt; inactive means no such curve, though single readings can be large; an effect the other way counts as inactive or inconclusive.

| compound | AMA1 RON2 block | HCMV inh | AmpC no deterg | AmpC inh detg | Shiga inhibitor | Cycloheximide cs | Giardia FBPA inh |
| --- | --- | --- | --- | --- | --- | --- | --- |
| CCCCn1c(N)c(N(CC)C(=O)CSc2nnc(-c3ccco3)n2CC)c(=O)[nH]c1=O | 0% | -18 | ? | -13% | . | . | . |
| CCn1c(=S)[nH]c2nc3c(cc2c1=O)CCCC3 | 28% | -11 | -30% | ? | -13 | 0 | 7% |
| CC(C)(C)N1NC(=O)Nc2ccccc2C1=O | 1% | 36 | -20% | -10% | 2 | -2 | 8% |
| Cc1noc(C)c1CSc1ncnc2sc3c(c12)CCCCC3 | -11% | -37 | -13% | 1% | -5 | -2 | 13% |
| COc1ccccc1C(=O)COC(=O)c1ccc(N(C)C)cc1 | -29% | 58 | -31% | 0% | 94* | 35* | -3% |
| O=C(O)C/C(=C\c1cc(Br)cs1)c1nc2ccccc2o1 | 3% | 22 | -28% | -14% | 40* | 10 | 5% |
| COc1ccc(-c2nc(SCC(=O)NC3CCCCC3)n[nH]2)cc1 | 18% | -23 | -40% | 2% | 20 | 24* | . |
| CCCS(=O)(=O)N1CCCC(C(=O)NCc2ccco2)C1 (stereo unspecified) | -5% | 4 | -10% | -2% | 17 | 6 | 2% |

Entries of single compounds from above. Order of screens: AMA1 RON2 block | HCMV inh | AmpC no deterg | AmpC inh detg | Shiga inhibitor | Cycloheximide cs | Giardia FBPA inh
CCn1c(=S)[nH]c2nc3c(cc2c1=O)CCCC3 is listed as 28% | -11 | -30% | ? | -13 | 0 | 7%
CC(C)(C)N1NC(=O)Nc2ccccc2C1=O is listed as 1% | 36 | -20% | -10% | 2 | -2 | 8%
COc1ccc(-c2nc(SCC(=O)NC3CCCCC3)n[nH]2)cc1 is listed as 18% | -23 | -40% | 2% | 20 | 24* | .
O=C(O)C/C(=C\c1cc(Br)cs1)c1nc2ccccc2o1 is listed as 3% | 22 | -28% | -14% | 40* | 10 | 5%
Cc1noc(C)c1CSc1ncnc2sc3c(c12)CCCCC3 is listed as -11% | -37 | -13% | 1% | -5 | -2 | 13%

Next part
| compound | AMA1 RON2 block | HCMV inh | AmpC no deterg | AmpC inh detg | Shiga inhibitor | Cycloheximide cs | Giardia FBPA inh |
| --- | --- | --- | --- | --- | --- | --- | --- |
| CCOC(=O)CSc1nnc(CSc2nc3sc4c(c3c(=O)[nH]2)CCC4)n1C | 34%[activator] | 9 | -10% | -14% | 13 | -3 | -21% |
| COc1cc2c(cc1NCc1ccc3c(c1)OCO3)oc1ccccc12 | 32µM* | 50 | -24% | -13% | 68* | 37* | -1% |
| CC(C)CCN1CC(C(=O)NC(C)C)CC1=O (stereo unspecified) | 5% | -20 | -22% | -13% | -12 | -3 | 3% |
| C1CCN(C2CCN(c3nc4nonc4nc3N3CCSCC3)CC2)C1 | 6% | -27 | 7% | -2% | -9 | -2 | -2% |
| Cn1c(=O)oc2cc(S(=O)(=O)NCc3ccc(C(=O)O)cc3)ccc21 | -10% | -24 | -2% | 2% | 19 | 4 | -3% |
| Cc1nn2c(-c3ccccc3)nnc2c2ccccc12 | 2% | 60 | -3% | -13% | 41 | 11* | 7% |
| O=C(CNC(=S)N(Cc1ccccc1)Cc1cccnc1)NC1CCCCC1 | -5% | -32 | 62%[activator] | -8% | -8 | -3 | 5% |
| Cc1ccc(NC(=O)C(C)OC(=O)CCC2CCCCC2)cc1 (stereo unspecified) | 3% | -12 | -12% | -14% | . | . | . |
| COC(C[C@@H](O)CC(=O)COCc1ccccc1)OC | 4% | 4 | -9% | -1% | -3 | 2 | 3% |
| COc1ccc(N(CC(=O)NCc2ccccc2)C(=O)CCC(=O)Nc2cc(C)ccn2)c(OC)c1 | -9% | 0 | 71%[activator] | 1% | -12 | -4 | -2% |
| CCOC(=O)c1c(C)[nH]c(C)c1C(=O)COC(=O)c1ccc(Cl)c(S(N)(=O)=O)c1 | 3% | 86 | -30% | -5% | -24 | 0 | 2% |
| C[C@@H]1CN([C@H](C)CO)C(=O)c2cccc(NS(=O)(=O)c3cccs3)c2O[C@H]1CN(C)Cc1ccccc1 | -2% | 9 | 68%[activator] | . | . | . | . |
| CC1=C(C(=O)OCC2CCCO2)C(c2ccccc2Cl)NC(=O)N1 (stereo unspecified) | 0% | 8 | -16% | ? | 0 | -3 | -1% |
| Cc1cccc(C(=O)NC2CCN(CC(=O)Nc3ccc4c(c3)OCO4)CC2)c1 | 6% | 34 | -11% | 6% | -26 | 8 | -2% |
| CC(=O)NS(=O)(=O)c1ccc(NC(=O)c2ccc(NC(=O)c3cccs3)cc2)cc1 | -11% | 10 | -52% | -8% | . | . | . |
| Cc1[nH]c(=O)c(C(=O)/C=C/c2ccccc2F)c2c1CCCC2 | -7% | -102* | -20% | -2% | -14 | -3 | -14% |

Additional results follow.
Molecule	AMA1 RON2 block	HCMV inh	AmpC no deterg	AmpC inh detg	Shiga inhibitor	Cycloheximide cs	Giardia FBPA inh
N#CCCCN1C(=O)C(O)(CC(=O)c2ccc3c(c2)OCCO3)c2ccccc21 (stereo unspecified)	-9%	-10	3%	?	-5	-1	2%
CC(C)NC(=O)NC(=O)CSc1nnc(C(F)(F)F)n1C	-1%	?	0%	?	-10	-7	5%
N#Cc1cc([N+](=O)[O-])cnc1NCC(O)CO (stereo unspecified)	5%	-4	-5%	-1%	-14	-2	7%
Cc1nccn1CCCNC(=O)CC1C(=O)NCCN1Cc1ccc(F)cc1Cl (stereo unspecified)	8%	-11	58%	4%	-7	-7	.
O=C(C1=NNCC1c1ccccc1)C1CO1 (stereo unspecified)	5%	-69*	-14%	-1%	14	1	2%
COC(=O)C1=CN(C(C)C)C=C(C(=O)OC)C1c1cccc(OC)c1	44%[activator]	-19	33%	4%	-17	-2	4%
Cc1cc(NC(=O)CCC(=O)N(c2cccc(F)c2)C(C(=O)NC2CCCC2)c2ccc(C)o2)no1 (stereo unspecified)	-4%	-5	5%	4%	6	0	13%
CC(C)c1ccc(NC2CCCN(C(=O)c3cccc(N4CCNC4=O)c3)C2)cc1 (stereo unspecified)	-7%	-24	107%[activator]	-3%	-6	6	-5%
CC12CCC(=O)N1C(C(=O)NCc1ccc(Cl)cc1Cl)CS2 (stereo unspecified)	2%	-34	-23%	-14%	.	.	.
CCOc1cc(S(=O)(=O)N2CCCCCC2)ccc1F	11%	11	-5%	-6%	-7	-1	4%
Cn1c(CC(=O)NC(C)(C)CO)c(Sc2ccccc2)c2ccccc21	-27%	53	160%[activator]	-7%	-13	-2	-3%
CC(=O)N1CCN(C(=S)Nc2cc(S(=O)(=O)N3CCOCC3)ccc2Cl)CC1	9%	-35	-15%	?	-6	-1	0%
CCn1cc(C(=O)N[C@@H](CCSC)C(=O)NCCO)c(=O)c2cc3c(cc21)OCO3	0%	-35	19%	-2%	-3	-3	11%
COc1ccc(N2CC(C(=O)N3CCCC(C)C3)CC2=O)cc1 (stereo unspecified)	-3%	-23	-8%	2%	-5	-2	1%
Cc1ccc(-c2csc(NC(=O)C3=NN(c4ccccc4)C(=O)CC3)n2)cc1	-13%	-27	-5%	-11%	26	4	-8%
COc1cc2c(cc1OC)C(C)N(C(=O)c1cc3c(=O)oc4ccc(C)cc4c3s1)CC2 (stereo unspecified)	0%	-12	-6%	?	-12	-3	1%
Cn1c(SCc2c(F)cccc2Cl)nnc1-c1cnccn1	-6%	-3	5%	1%	119*	56*	-21%
CCOC(=O)c1c(NC(=O)COC(=O)c2nccnc2N)sc(C(=O)N(C)C)c1C	22%	-1	-22%	?	.	.	.
O=C(c1cc2nc(-c3ccccc3)cc(-c3ccccc3)n2n1)N1CCN(C(=O)c2ccco2)CC1	-8%	-9	87%[activator]	3%	-8	9	-3%
CCOC(=O)c1c(NC(=O)C[n+]2ccccc2)sc2c1CCCC2	5%	?	65%[activator]	3%	-13	-1	-7%
Cc1ccccc1Cn1c(Cc2ccccc2)nc2ccccc21	13%	-1	-17%	-2%	-24	-2	12%
Cc1ccc2nc(SCC(=O)Nc3ccc(Br)cc3)nc(=O)n2c1	7%	-18	-3%	1%	.	.	.
Cc1sc2nc(CSCC(=O)N3CC(C)OC(C)C3)[nH]c(=O)c2c1C (stereo unspecified)	22%	-3	-1%	-15%	.	.	.
COc1cccc(CNC(=O)CN2C(=O)CC(c3ccccc3)=Nc3ccccc32)c1	-11%	-31	-5%	2%	-7	-2	-1%
CCCCC(CC)CN1CN(CC(CC)CCCC)CC(C)(N)C1 (stereo unspecified)	12%	14	.	.	.	.	5%
CC(CSc1nc2ccccc2s1)Cn1c(N2CCCC2)nc2c1c(=O)[nH]c(=O)n2C (stereo unspecified)	0%	?	28%	-7%	-5	-1	14%
O=C(CCn1c(=S)oc2ccccc21)Nc1ccc2c(c1)OCCO2	-3%	9	-25%	-1%	13	15*	-6%
O=C(Cn1cccc1C(=O)c1ccccc1)NCc1ccccn1	23%	14	-6%	2%	-18	-3	1%
Cc1ccc(CNC(=O)C2CCCN2S(=O)(=O)c2ccc(F)cc2)cc1 (stereo unspecified)	-8%	99	2%	3%	-2	6	10%
CC(=O)N1CCc2cc(S(=O)(=O)Nc3ccccc3N3CCN(C)CC3)ccc21	5%	-38	2%	?	-8	-3	-2%
COc1cc(C(F)(F)F)c(C(=O)N(C)Cc2ccc(Cl)c(Cl)c2)cn1	6%	0	73%[activator]	4%	-3	-2	1%
CCOC(=O)c1oc2ccccc2c1NC(=O)c1cccs1	0%	-14	-18%	-4%	-19	-3	10%

Bioassay records as filed in PubChem.
